# KLF5 inh: suppresses KLF5 promoter-driven expression; DLD-1 KLF5 promoter-luciferase reporter, luminescence; inhibition, % at 5 µM; 290,000 compounds, 0.23% hits;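 active = inhibition above a per-plate limit of that plate's mean compound inhibition plus 3 SD, cut at about 60% in these data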;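 note: 0% = DMSO wells and 100% = LY294002 at 200 µM; higher means less KLF5 promoter-driven luciferase light; inactives centre near -14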
# HSP90 refold inh: HSP90 refolding inhibition in rabbit reticulocyte lysate | luciferase refolding luminescence, 3 h | inhibition, % at 5.6 µM | 290,000 compounds, 0.91% hits | AID 1789;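 active = inhibition above the screen-wide mean plus 3 SD, computed separately per campaign, cut at about 16% in these data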;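 note: 0% = DMSO wells and 100% = 60 µM geldanamycin wells; inhibitors lower the luminescence because luciferase stays unfolded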
# GSK3B inh: human GSK3beta kinase inhibition | P49841 | GST-GSK3beta kinase, ADP-Glo luminescence, 60 min; active compounds read low | activity score (negative = inhibition), % at 10 µM | 300,000 compounds, 0.038% hits;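 active = more than half of replicate wells score below -50%, meaning over 50% inhibition versus plate controls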;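 note: 0% = median DMSO wells and -100% = median GW8510 positive control wells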
# Target sequence (P49841 whole entry, looked up): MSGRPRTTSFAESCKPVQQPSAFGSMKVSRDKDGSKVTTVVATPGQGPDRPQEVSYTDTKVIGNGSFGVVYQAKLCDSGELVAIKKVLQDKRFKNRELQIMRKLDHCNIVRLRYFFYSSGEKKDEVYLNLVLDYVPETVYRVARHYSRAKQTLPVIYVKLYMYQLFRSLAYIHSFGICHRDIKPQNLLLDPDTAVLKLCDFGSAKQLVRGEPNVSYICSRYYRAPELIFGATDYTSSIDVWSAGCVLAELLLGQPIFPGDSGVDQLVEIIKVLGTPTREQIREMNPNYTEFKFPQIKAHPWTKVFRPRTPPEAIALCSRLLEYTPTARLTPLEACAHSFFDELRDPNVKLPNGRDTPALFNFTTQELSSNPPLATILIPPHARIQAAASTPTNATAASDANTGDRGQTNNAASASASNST
#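 Test system: GST-fused GSK3beta enzyme, cell-free | Quantity: 1.6 ng GST-GSK3beta enzyme per well | Reagent: 25 µM ATP with peptide substrate | Schedule: 60 min enzyme reaction, room temperature | Signal: Luminescent ADP-Glo measurement of ADP formed | Read-out basis: Score relative to plate controls | Control set: DMSO and 20 µM GW8510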
# HSF1 inh: HSF1 inhibition. activity change, negative = inhibition, % at 7.5 µM (by protocol). NIH3T3-HGL HSE-luciferase, MG132-induced, luminescence 8 h; active compounds read low. AID 2098. 300,000 compounds, 0.77% hits;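 active = more than half of replicate wells show activity change below -50%, luminescence cut by over half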;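 note: luciferase reports HSF-1 transcriptional activity via heat shock element; 0% = median of DMSO wells and -100% = zero luminescence signal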
# HSF-1 act: increases HSF-1 driven luciferase reporter signal; 300,000 compounds, 1.7% hits; AID 504408; NIH3T3-HGL HSF-1 luciferase reporter, MG132, 8 h; 100% = twice DMSO control signal; activation, % at 9 µM;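 active = mean replicate activation of at least 50% with a set share of replicates each reaching 50%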;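 note: 0% = median of the neutral control wells and 100% = twice that signal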
# Dyrk1A ADPGlo: Dyrk1A (rat) kinase inhibition; Q63470; ADP-Glo luminescence, NFATc1 peptide; inhibition, % at 12.5 µM; 310,000 compounds, 0.43% hits; in the data active = inhibition above about 50%;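 note: plate controls were vehicle with enzyme for no effect and no enzyme for full effect; many of its hits are not listed in these tables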
# IEC-6 cytotox: IEC-6 cytotoxicity, counter-screen for KLF5 inhibitors. luminescence viability. inhibition, % at 5 µM. 290,000 compounds, 0.78% hits. AID 1825; in the data active = inhibition above about 22%;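 note: 0% = plate median of test compound wells and 100% = cytotoxic reference compound wells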
# aSyn 5UTR inh: MLPCN primary screen, SNCA 5' untranslated region. alpha-synuclein 5'UTR reporter, inhibitor activity. inhibition, % (tested at 7.5 µM). 300,000 compounds, 0.82% hits. AID 1813; in the data active = inhibition above about 60%;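 note: H4 neuroglioblastoma cells stably carrying SNCA 5'UTR luciferase fusion; 0% = DMSO wells and 100% = positive control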
# GSK3A inh: human GSK-3 alpha kinase inhibition; P49840; ADP-Glo luminescence, 60 min; inhibition, % at 10 µM; 320,000 compounds, 0.1% hits;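 in the data active = inhibition above about 50%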;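 note: GST-tagged GSK-3 alpha with peptide substrate and 25 µM ATP; 0% = DMSO neutral wells and 100% = GW8510 positive control wells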
# Target sequence (P49840 whole entry, looked up): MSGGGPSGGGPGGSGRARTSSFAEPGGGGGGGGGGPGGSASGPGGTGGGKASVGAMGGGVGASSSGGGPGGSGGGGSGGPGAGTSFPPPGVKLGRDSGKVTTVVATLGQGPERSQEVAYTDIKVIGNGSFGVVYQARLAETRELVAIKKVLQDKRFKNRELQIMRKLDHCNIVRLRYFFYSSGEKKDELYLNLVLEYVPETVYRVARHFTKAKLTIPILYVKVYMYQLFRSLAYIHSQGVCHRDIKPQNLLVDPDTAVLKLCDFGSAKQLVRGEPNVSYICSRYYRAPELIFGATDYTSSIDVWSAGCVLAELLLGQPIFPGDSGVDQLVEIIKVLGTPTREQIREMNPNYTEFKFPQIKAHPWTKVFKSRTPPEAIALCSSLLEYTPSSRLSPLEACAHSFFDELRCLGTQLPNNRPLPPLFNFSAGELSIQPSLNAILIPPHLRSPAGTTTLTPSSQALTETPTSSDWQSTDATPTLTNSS
# Platelet DG rel: modulates dense granule release in human platelets; human platelet-rich plasma, SFLLRN dense granule ATP release, luminescence; inhibition, %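 (compounds screened at 7.5 µM in platelet-rich plasma)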; 300,000 compounds, 0.22% hits;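 active = mean replicate score, as percent of positive control, at or above 50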
# * = called active by the depositor; nt = no result given; & = joins results of further samples.
# Preview, 7 compounds:
# Values run as follows: KLF5 inh, HSP90 refold inh, GSK3B inh, HSF1 inh, HSF-1 act, Dyrk1A ADPGlo, IEC-6 cytotox, aSyn 5UTR inh, GSK3A inh, Platelet DG rel
- Cc1ccc(-c2c(C(=O)N/N=C/c3ccsc3)nnn2-c2nonc2N)cc1
    -27, -6, -1, 2, 0, 5, -2, 26, 4, 7
- CCC(CCC(=O)NNC(=O)Cc1ccc([N+](=O)[O-])cc1)C(=O)O (stereo not drawn)
    -8, 2, 1, -5, -25, 4, 3, -11, -5, 9
- CCOC(=O)c1ccc(COC(=O)CNC(=O)CNC(=O)Cc2ccccc2)cc1
    3, 1, 4, 0, -6, -2, -4, -1, -4, 0
- Cc1ccc(C2=NN(Cc3nnc(-c4ccccc4)o3)C(=O)SC2)cc1
    -2, -2, 3, 6, 25, 4, -3, -4, -1, 9
- COc1ccc(C(=O)C[n+]2cc(-c3ccc(OC)cc3)n3c2CCCC3)cc1
    3&-33, 2&0, -3&2, -8&-6, -19&-8, -4&0, 5&-6, 5&-2, -1&-1, -3&3
- Cc1nc(C(F)(F)F)ccc1C(=O)Nc1ccccc1N1CCOCC1
    3, -5, 1, 0, 14, -5, -1, 5, -3, 12
- O=C(NCCCNC(=O)c1ccco1)c1ccc(Cl)c(Cl)c1
    10, 1, 3, -6, -2, -7, 4, 10, -2, 6

# The list itself, repeating the preview:
# Values run as follows: KLF5 inh, HSP90 refold inh, GSK3B inh, HSF1 inh, HSF-1 act, Dyrk1A ADPGlo, IEC-6 cytotox, aSyn 5UTR inh, GSK3A inh, Platelet DG rel
- Cc1ccc(-c2c(C(=O)N/N=C/c3ccsc3)nnn2-c2nonc2N)cc1
    -27, -6, -1, 2, 0, 5, -2, 26, 4, 7
- CCC(CCC(=O)NNC(=O)Cc1ccc([N+](=O)[O-])cc1)C(=O)O (stereo not drawn)
    -8, 2, 1, -5, -25, 4, 3, -11, -5, 9
- CCOC(=O)c1ccc(COC(=O)CNC(=O)CNC(=O)Cc2ccccc2)cc1
    3, 1, 4, 0, -6, -2, -4, -1, -4, 0
- Cc1ccc(C2=NN(Cc3nnc(-c4ccccc4)o3)C(=O)SC2)cc1
    -2, -2, 3, 6, 25, 4, -3, -4, -1, 9
- COc1ccc(C(=O)C[n+]2cc(-c3ccc(OC)cc3)n3c2CCCC3)cc1
    3&-33, 2&0, -3&2, -8&-6, -19&-8, -4&0, 5&-6, 5&-2, -1&-1, -3&3
- Cc1nc(C(F)(F)F)ccc1C(=O)Nc1ccccc1N1CCOCC1
    3, -5, 1, 0, 14, -5, -1, 5, -3, 12
- O=C(NCCCNC(=O)c1ccco1)c1ccc(Cl)c(Cl)c1
    10, 1, 3, -6, -2, -7, 4, 10, -2, 6
- CCc1cccc(C)c1NC(=O)CSc1ncn[nH]1
    5, -3, -1, 0, -18, -2, -2, -2, -6, 6
- Cc1ccc(-c2cc(C(=O)NCc3cnn(C)c3C)c3cc(Br)ccc3n2)cc1
    -8, 4, -3, 0, -5, -3, 11, -64, -3, 3
- COc1ccc(-c2nc(CN3CCN(C(=O)c4ccco4)CC3)c(C)o2)c(OC)c1C
    -26, 5, -3, 3, 37, -4, 0, 25, 1, 26
- Nc1[nH]ncc1S(=O)(=O)c1ccccc1
    -15, 2, 1, -5, -3, 0, 2, -5, -1, -12
- Cn1c(=O)[nH]c(=O)c2c1nc(CN1CCN(c3cccc(Cl)c3)CC1)n2CCCc1ccccc1
    -11, -2, 2, 8, 37, 14, -4, 25, -2, 20
- CCOC(=O)C(C(=O)NCc1ccc(F)cc1)c1ncc(C(F)(F)F)cc1Cl (stereo not drawn)
    -23, 1, -1, -2, -2, 2, 4, 19, 3, -4
- Cc1ccc(C)c(OCCCCCn2ccnc2)c1
    -6, 0, -1, 0, -5, nt, 3, -14, 3, 2
- Cc1ccc(Cl)c(OCC(O)CN(CCO)CCO)c1 (stereo not drawn)
    4, -2, 1, -4, -5, -3, 2, 9, 1, nt
- CCN1CCN(Cc2ccc(NC(=O)c3ccc(C)c(NC(=O)c4ccc5n[nH]nc5c4)c3)cc2C(F)(F)F)CC1
    nt, nt, 2, -39, -47, 7, nt, 5, -1, -4
- COc1ccc(S(=O)(=O)N(C)CC(=O)Nc2ccc(C)cc2)cc1OC
    -11, 5, 4, 7, 22, 5, 8, 25, 0, -1
- Cc1ccccc1NC(=O)c1ccc(CN2CCc3ccccc3C2)cc1
    -9, -3, 0, -2, 17, 1, 1, 1, 3, 3
- COc1cccc(OC)c1C(=O)Nn1c(C2CCC2)nc2ccccc2c1=O
    -57, 2, -1, -6, -9, 1, -2, -9, 0, -18
- CC(Oc1ccc(F)cc1)C(=O)Oc1ccc(N(C)S(=O)(=O)c2ccccc2)cc1 (stereo not drawn)
    nt, nt, -2, 1, 2, 19, nt, -9, 1, -5
- COc1cc(C2CC(=O)Oc3c2c(=O)n(C)c2ccccc32)ccc1O (stereo not drawn)
    -16, -5, 3, 5, -6, 0, -7, 14, -2, 0
- COc1ccc(-c2nnc(NC(=O)c3ccccc3C)o2)cc1
    nt, nt, -2, 1, 9, 3, nt, -20, -2, -16
- O=C(CCNC(=O)c1ccccc1Cl)Nc1nc(-c2ccc(F)cc2)cs1
    0, 2, 0, 7, 5, 3, 4, -13, 1, -2
- COc1ccc(C(=O)CCC(=O)NCCc2c[nH]c3ccccc23)cc1
    -13, -4, 3, -1, -6, -1, -2, 16, -1, -3
- COc1ccc(OCCSc2ncc(CO)n2C)cc1
    -24, 6, -1, 11, 24, -4, 1, -40, -1, 3
- Cc1ccccc1OC(C)C(=O)Nc1ccc2c(c1)OCO2 (stereo not drawn)
    -2, 11, 1, 0, 19, 1, 3, -50, 0, -7
- N/C(Cc1ccc(Cl)cc1Cl)=N\OC(=O)c1ccccc1
    4, -2, 0, 7, 29, 2, -8, -8, 2, 9
- COc1cccc(-c2cc(=O)c3cc(NC(=O)c4ccccc4)ccc3[nH]2)c1
    -14, -1, -2, -2, -2, 7, 5, 82*, -1, 8
- Cc1cccc(Nc2ncnc3ccc(Br)cc23)c1
    5, 5, 1, -9, -18, 7, 42*, 3, 2, 1
- COCC(=O)N1CCCC(CNS(=O)(=O)c2ccc(OC)cc2)C1 (stereo not drawn)
    -20, 2, 0, -11, -10, 2, 1, -12, -2, -4

# The listing continues.
structure	KLF5 inh	HSP90 refold inh	GSK3B inh	HSF1 inh	HSF-1 act	Dyrk1A ADPGlo	IEC-6 cytotox	aSyn 5UTR inh	GSK3A inh	Platelet DG rel
Cc1ccc(S(=O)(=O)CCC(=O)OCC(=O)NCC(=O)Nc2c(C)cc(C)cc2C)cc1	nt	nt	-1	0	5	5	nt	6	-3	-36
CCCCn1c(N)c(N(CC)C(=O)c2ccccc2C)c(=O)[nH]c1=O	-45	3	-1	-9	-10	3	-1	5	-1	-6
CC(=O)Nc1ccc(S(=O)(=O)N(C)CC(=O)OCC(=O)NCc2ccco2)cc1	nt	nt	-4	1	-8	-2	nt	-6	-3	13
CCC(=O)N1CCC2(CC1)Oc1ccc(F)cc1C(=O)C21CC(c2ccc(Cl)cc2)=NO1 (stereo not drawn)	nt	nt	-2	13	37	-1	nt	2	-1	-4
Cn1c(=O)n(C)c2cc(CNc3ccc(N4CCOCC4)c(C(=O)O)c3)ccc21	-9	0	2	-7	-6	-1	3	-14	nt	-5
Cc1ccc(C(=O)N2CCC3(CC2)Oc2ccc(F)cc2C(=O)C32CC(c3cccnc3)=NO2)s1 (stereo not drawn)	nt	nt	-3	-2	6	-6	nt	-1	-1	0
CN(CCn1ccnc1)C(=O)CC1C(=O)NCCN1Cc1ccccc1C(F)(F)F (stereo not drawn)	-4	-3	1	nt	nt	-5	5	nt	-1	12
CC(/C=N/NC(=O)Cn1cnc2c1c(=O)n(C)c(=O)n2C)=C\c1ccccc1	-1	0	1	5	-1	-8	-2	44	3	-1
COC(=O)c1cccc(NC(=O)CSCc2ccccc2)c1	-64	-1	8	6	2	3	-2	-22	-1	-11
Cc1ccc(NC(=O)c2cccc(N3C(=O)CCC3=O)c2)nc1	-37	-2	1	4	10	0	-4	12	5	1
O=C(CCNc1ccc(Br)cc1)c1cccc([N+](=O)[O-])c1	-13	0	0	32	66*	nt	2	-24	-2	-30
CCn1cc(C(=O)NCCc2ccc(OC)cc2)c(=O)c2ccc(C)nc21	-6	2	-3	0	-1	1	4	-15	-6	0
O=C(CNC(c1ccccc1)c1ccccc1)NCc1ccccc1Cl	-7	2	-1	3	-3	4	2	-1	-1	1
CC(NC(=O)COC(=O)Cn1cnc2ccccc2c1=O)C1CC2CCC1C2 (stereo not drawn)	8	-2	0	-8	7	0	7	-1	1	0
NS(=O)(=O)c1ccc(CCNC(=O)c2ccc([N+](=O)[O-])cc2[N+](=O)[O-])cc1	-20	1	2	-5	12	nt	-1	22	-1	-1
COC(=O)C1=C(C)N(CCc2cc(OC)c(OC)c(OC)c2)C(=O)N[C@H]1c1ccc(Br)cc1	-9	0	-2	5	24	nt	1	19	-2	4
CCOc1ccc(C(=O)Nc2ccccc2CC)cc1[N+](=O)[O-]	-5	4	3	-3	0	0	8	18	-2	9
CC1CC1C(=O)OCC(=O)Nc1ccc2[nH]c(=O)[nH]c2c1 (stereo not drawn)	-34	6	3	5	12	0	-1	-3	0	-9
COc1ccc(C2CC(c3cccs3)=NN2C(=O)CCC(=O)O)cc1OC (stereo not drawn)	-48	-2	nt	-6	-18	11	-7	1	-1	-1
O=C(COC(=O)C1CC2C=CC1C2)Nc1cccc(S(=O)(=O)N2CCCCC2)c1 (stereo not drawn)	-16	0	0	6	18	-2	-1	27	nt	-6
Cc1ccc(NC(=O)CN(c2ccc3c(c2)OCO3)S(=O)(=O)c2c(C)n[nH]c2C)cc1	-26	-1	2	2	4	-10	0	15	-3	-1
C=C(Br)Cn1c(CCC)nc2ccccc21	-14	2	-3	-1	10	-4	-3	11	3	0
CCCCCCOC(=O)Nc1ccc(S(=O)(=O)Nc2cccc([N+](=O)[O-])c2)cc1	-33	-4	3	15	13	7	-1	3	-3	-2
Cc1ccc(N2C(=O)CC(N3CCN(c4ccccn4)CC3)C2=O)cc1 (stereo not drawn)	-10	1	0	-1	3	1	-4	8	-4	-1
CCN1C(=O)/C(=C\N2CCN(c3ccccc3)CC2)SC1=S	0	1	2	3	0	5	1	-4	-1	-2
CCOc1ccccc1/C=N/Nc1nc2c(N)ncnc2n1[C@H]1O[C@@H](CO)[C@H](O)[C@@H]1O	2	-3	0	-5	6	-14	3	17	-2	10

# Some of the compounds tested; the hit share may differ from the screen's.
